Source: PubChem BioAssay
A549 tox: kills or reduces viability of A549 cells in Nrf2 counter-screen | A549 ARE-Fluc cells, CellTiter-Fluor viability, 18-24 h | Potency, µM (titrated, usually from 46 µM), without a hit: at the highest dose activity change, negative = cytotoxicity, usual class: inhibitors | 390,000 compounds, 0.16% hits | AID 504648; also: % is scaled to controls: 0 for no effect and ±100 for the full control effect
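Cytotoxicity counterscreen: CellTiter-Fluor fluorescence was measured in A549 ARE_Fluc cells after 18-24 h of compound exposure in a concentration series. The subsequent BugLite luminescent read reports ARE-luciferase activity.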
S2 tox: cell viability loss in ATXN counter-screen. S2 cells (HEK-293 line with an ATXN2-luciferase reporter) viability, CellTiter-Fluor protease fluorescence, 24 h. Potency, µM (doses to about 56.7 µM), hits mostly cytotoxic. 400,000 compounds, 0.49% hits; also: nearly all actives have a fitted effect of over 40% in size
EPAC2 antag: blocks human EPAC2 exchange factor; Q8WZA2; EPAC2 GEF exchange of Rap1B-BODIPY-GDP, fluorescence; Potency, µM (doses to about 114 µM), for inactives: top-dose activity, negative = inhibition, most hits filed as inhibitors; 360,000 compounds, 0.18% hits; AID 720708; also: % is scaled to controls: 0 for no effect and ±100 for the full control effect; nearly all actives have a fitted effect of over 45% in size; many of its hits are not listed in these tables
Target sequence (Q8WZA2 whole entry, looked up): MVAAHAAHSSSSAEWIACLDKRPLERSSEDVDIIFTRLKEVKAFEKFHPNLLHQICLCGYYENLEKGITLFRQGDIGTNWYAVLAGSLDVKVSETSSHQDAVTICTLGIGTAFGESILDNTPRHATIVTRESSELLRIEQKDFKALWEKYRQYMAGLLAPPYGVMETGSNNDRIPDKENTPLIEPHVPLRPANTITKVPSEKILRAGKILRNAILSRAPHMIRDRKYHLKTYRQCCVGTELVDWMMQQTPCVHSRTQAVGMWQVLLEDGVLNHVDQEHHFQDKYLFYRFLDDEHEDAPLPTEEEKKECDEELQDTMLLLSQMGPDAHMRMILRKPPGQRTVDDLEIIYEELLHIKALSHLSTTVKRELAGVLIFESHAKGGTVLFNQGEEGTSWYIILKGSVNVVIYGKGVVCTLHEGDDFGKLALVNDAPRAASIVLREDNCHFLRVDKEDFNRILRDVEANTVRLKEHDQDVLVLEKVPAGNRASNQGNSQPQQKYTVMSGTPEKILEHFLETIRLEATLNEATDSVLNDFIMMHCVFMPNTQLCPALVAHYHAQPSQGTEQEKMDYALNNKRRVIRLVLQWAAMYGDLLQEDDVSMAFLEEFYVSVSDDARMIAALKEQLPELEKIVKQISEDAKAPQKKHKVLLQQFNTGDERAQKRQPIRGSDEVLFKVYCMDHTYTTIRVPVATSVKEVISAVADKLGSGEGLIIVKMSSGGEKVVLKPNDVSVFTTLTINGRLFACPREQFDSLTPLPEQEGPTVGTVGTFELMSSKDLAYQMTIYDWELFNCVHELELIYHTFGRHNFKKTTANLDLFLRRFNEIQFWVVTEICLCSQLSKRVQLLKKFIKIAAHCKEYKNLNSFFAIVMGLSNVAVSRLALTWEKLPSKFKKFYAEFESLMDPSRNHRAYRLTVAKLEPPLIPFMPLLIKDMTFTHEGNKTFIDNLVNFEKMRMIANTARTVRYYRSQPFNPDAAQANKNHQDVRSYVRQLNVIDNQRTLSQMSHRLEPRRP
MCF10A rereplic: DNA re-replication induction in MCF 10a cells; 350,000 compounds, 2.9% hits; Potency, µM (titrated, usually from 46.1 µM), inactives show at the top dose activity, positive = re-replication, most hits filed as activators; MCF 10A DNA re-replication, Hoechst nuclear intensity, 48 h; also: % of control where 0% means no effect; nearly all actives have a fitted effect of over 50% in size
HepG2 viability: HepG2 cytotoxicity, counter-screen for TGF-b inhibitors; HepG2 CAGA-GFP viability, ATP luminescence, 18 h; Potency, µM (doses to about 46.1 µM), for inactives: top-dose activity change, negative = cytotoxicity, usual class: cytotoxic; 410,000 compounds, 0.76% hits; also: some results filed as inactive show a strong effect at the top dose
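CellTiter-Glo luminescence gave cytotoxicity after 18 hours at 37 degrees C. The cells were HepG2 CAGA-GFP in 1% FBS DMEM, stimulated with 500 pg/mL TGF-beta after compound addition. %Activity was normalised to no-cell wells (complete cell-killing) and DMSO (no toxicity), and curves were fitted and classified.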
TGFb inhibitor: blocks TGF-b signaling. HepG2 CAGA-GFP TGF-b/SMAD3 reporter, GFP fluorescence, 18 h; TGF-beta stimulated, 500 pg/mL final. AID 588855. Potency, µM (doses to about 46.1 µM), without a hit: at the highest dose activity, negative = inhibition, usual class: inhibitors. 410,000 compounds, 1.2% hits; also: % is scaled to controls: 0 for no effect and ±100 for the full control effect; nearly all actives have a fitted effect of over 65% in size
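TGF-beta reporter screen: HEPG2 CAGA-GFP, 1% FBS, 500 pg/mL TGF-beta final, 18 h; per-cell GFP summed per well; curves fitted and categorized by class.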
Nrf2 inh: Nrf2 pathway inhibition. 360,000 compounds, 2.1% hits. A549 ARE-Fluc reporter, luciferase luminescence, 18-24 h. AID 504444. Potency, µM (series often up to 46 µM), for the others: at the highest dose activity change, negative = inhibition, hits mostly inhibitors; also: % is scaled to controls: 0 for no effect and ±100 for the full control effect; nearly all actives have a fitted effect of over 60% in size
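A549 ARE_Fluc cells (5000/well, 5% FBS OPTI-MEM) pre-incubated 2 h, then treated with compounds 18-24 h at 37C/5% CO2 in concentration-response. CellTiter-Fluor viability read first; BugLite luciferase luminescence after 15 min at room temperature gives Nrf2 activity.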
ATXN2 expr inh: reduces ATXN2 reporter expression in HEK-293 cells; Potency, µM (titrated, usually from 57 µM), for inactives: at the top dose activity change, negative = inhibition, actives largely listed as inhibitors; 360,000 compounds, 0.72% hits; AID 1745845; HEK-293 ATXN2-luciferase reporter, luminescence, 24 h; also: % is scaled to controls: 0 for no effect and ±100 for the full control effect; nearly all actives have a fitted effect of over 55% in size
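qHTS (up to 57 uM final) was run with 24 h compound exposure of reporter cells at 37 °C. Each well was multiplexed: SteadyGlo luminescence measured ATXN2-luciferase expression after a fluorogenic Gly-Phe-AFC viability readout (25 uM final).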
Nrf2 activator: activators of Nrf2 (ARE) signaling | Potency, µM (doses to about 46.1 µM), inactives show at the highest dose activation, usual class: activators | AREc32 ARE-luciferase reporter (MCF7-derived line), luminescence, 24 h | 410,000 compounds, 0.31% hits; also: % of control where 0% means no effect; nearly all actives have a fitted effect of over 65% in size
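Reporter line AREc32 (ARE-Fluc), seeded overnight in OPTI-MEM with 5% FBS; compound pin-transferred, 24 hr at 37 deg C, 5% CO2; luminescent read-out.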
An asterisk follows results filed as active; i = inactive; ? = inconclusive; . = no result given; [ ] = another dose, or the depositor's remark. Calls follow the shape of the dose curve; as a rule, active = well fitted curve in the direction sought with a large enough effect; inconclusive = small, poorly fitted or top-dose-only effect, or another doubt; inactive = no such curve, though single readings can be large; an effect the other way counts as inactive or inconclusive. Potency is read from the fitted curve at half-maximal effect.

SMILES	A549 tox	S2 tox	EPAC2 antag	MCF10A rereplic	HepG2 viability	TGFb inhibitor	Nrf2 inh	ATXN2 expr inh	Nrf2 activator
Cc1ccc(CNC(=O)CCCn2c(=O)[nH]c3ccc(Br)cc3c2=O)cc1	6%	i	.	.	-5%	9%	10%[9.27 µM]	1%	-0.3%
O=C(NC(=S)Nc1ccccc1)c1cc([N+](=O)[O-])ccc1N1CCOCC1	-3%	i	-4%	-1%	-1%	-1%	1%	1%	-0.1%
CCOC(=O)C1CCC(CN(Cc2ccc(OC)cc2)S(=O)(=O)c2ccc(F)c(C(=O)Nc3cc(C)ccc3C)c2)CC1 (configuration not stated)	-1%	i	.	.	-2%	-1%	.	-1%	-0.1%
CC1=Nn2c(nnc2C2CCCCC2)SC1	.	i	-5%	1%	3%	4%	6%	8%	-0.4%
O=C(COc1ccc(Cl)cc1)NCc1n[nH]c(=O)c2ccccc12	6%	i	1%	2%	-11%	18%	?	-3%	0.8%
Cc1ccc(C)c(N2CCN(C(=O)c3cc4ccc5cccnc5c4[nH]3)CC2)c1	-15%	.	.	.	-23%	16µM*	?	.	-1.4%
OCCC1CN(Cc2nc(-c3ccccc3)cs2)CCN1Cc1ccc(F)cc1 (configuration not stated)	-3%	i	-13%	?	8%	26%	21%	-26%	4.0%
Cn1c(CNC(=O)CSc2nc(-c3ccccc3F)nc3cc(=O)[nH]n23)nc2ccccc21	7%	i	.	.	2%	1%	?	4%	-0.7%
CC(=O)N1c2ccccc2CC1C(=O)N1CCN(c2ccc(F)cc2)CC1 (configuration not stated)	2%	i	.	.	-3%	1%	.	-2%	0.4%
c1ccc2c(CSCCc3ccncc3)cccc2c1	-2%	i	-9%	?	4%	-14%	14%	5%	7.8%
O=C(NCCOc1ccc(F)cc1)C1CCC(=O)N(CCCN2CCOCC2)C1 (configuration not stated)	-2%	i	-2%	0%	-3%	?	16%	8%	-0.6%
Cn1c(=O)c2c(c3ccccc31)OC(=O)CC2c1ccccc1 (configuration not stated)	-7%	i	.	.	0%	9%	.	2%	-0.6%
CN1CCN(c2nc(-c3cccnc3)nc3scc(-c4ccccc4)c23)CC1	5%	.	-15%	18µM*	-4%	22%	?	4%	5.1%
COc1cc(C2CC(=O)Oc3ccc(C(C)(C)C)cc32)cc(OC)c1OC (configuration not stated)	11%	i	?	-8%	-28%	1%	7%	0%	0.0%
Cc1ccccc1Cn1nnc2c(=O)[nH]c(C3CCCN(C(=O)c4ccc(F)cc4)C3)nc21 (configuration not stated)	1%	i	.	.	-6%	-2%	?	1%	2.8%
CCOc1ccc(-n2c(SCC(N)=O)nc3c(c2=O)SCC3)cc1	7%	i	-1%	0%	-17%	-16%	0%	-2%	-0.5%
CCCCS(=O)(=O)C(=C1Nc2ccccc2N1)S(=O)(=O)CCCC	2%	i	2%	-2%	-1%	-11%	-15%	-6%	-0.8%
O=c1c2ccccc2c(-c2ccccc2)nn1-c1ccccn1	-3%	?	2%	-4%	-3%	12%	-18%	-27%	0.3%
O=C1CCC(=O)N1c1ccc(S(=O)(=O)Nc2ccc(Br)cc2)cc1	-8%	i	6%	-29%	-2%	-3%	-4%	-11%	0.5%
CC(=O)N1c2ccc(S(=O)(=O)NCC3CCC(C(=O)NC(C)(C)C)CC3)cc2CC1C (configuration not stated)	19%	.	.	.	-1%	-19%	8%	.	4.3%
CCOc1ccc(NC(=S)N(CCc2c(C)[nH]c3ccccc23)Cc2ccco2)cc1	0%	i	11%	-8%	-29%	?	-12%	-21%	7.0%
COc1ccc(-c2nnc(-c3cc4c(ccc5ccccc54)oc3=O)o2)cc1	3%	i	17%	?	1%	2%	-4%	-13%	-0.7%
CNC(=O)c1ccc2c(c1)N(Cc1ccccc1Cl)C(=O)c1ccccc1S2	-1%	.	.	.	-36%	-25%	.	.	7.6%
Cc1ccc(CSc2nc3ccc(NC(=O)COc4ccc(F)cc4)cc3s2)cc1	-2%	i	.	.	-22%	-5%	0%	-5%	0.5%
Cc1ccc(CNC(=O)CCN2C(=O)[C@@H]3Cc4ccccc4CN3C2=O)cc1	11%	i	0%	-6%	-9%	-6%	-3%	.	-1.1%

Remaining list, next part.
SMILES	A549 tox	S2 tox	EPAC2 antag	MCF10A rereplic	HepG2 viability	TGFb inhibitor	Nrf2 inh	ATXN2 expr inh	Nrf2 activator
CC(=O)c1cc(CN2CCC(C(=O)Nc3cccc(-c4cscn4)c3)CC2)cs1	-7%	i	12%	?	-32%	?	?	?	9.4%
CC(NC(=O)c1ccc([N+](=O)[O-])cc1Cl)C1CC2CCC1C2 (configuration not stated)	-1%	i	-7%	7%	3%	-2%	4%	21%	-0.2%
O=C(CN(c1ccc(F)cc1)S(=O)(=O)c1ccccc1)NCc1ccco1	3%	i	4%	-3%	6%	-19%	-11%	3%	0.1%
N#Cc1ccc(OCC(=O)NCCCN2CCCC2=O)cc1	.	i	4%	.	1%	9%	.	.	-1.1%
CC(C)(C)CN1CCNC[C@H]1Cc1cccc2ccccc12	-4%	i	28%	4%	-65%	-28%	9%	-18%	4.3%
Cc1cccc(NC(=S)NCCc2ccccc2)c1C	4%	i	-3%	4%	-41%	-13%	1%	3%	0.0%
Cc1ccc2nc(NC(=O)C3CCN(S(=O)(=O)c4cnc[nH]4)CC3)sc2c1	18%	i	-16%	0%	-41%	-16%	13%	-12%	0.5%
COc1ccc(Cn2c(CCC(=O)NCc3ccc(Cl)cc3)nc3cccnc32)cc1	13%	.	.	.	-23%	-27%	6%	.	3.0%
Cc1cccc(NC(=O)CN(c2ccc(C(C)C)cc2)S(=O)(=O)c2c(C)nn(C)c2C)c1C	5%	.	.	.	1%	-7%	-23%	.	0.4%
COc1ccc(CNC(=O)C(NC(C)=O)C(=O)Nc2ccc(C(C)C)cc2)cc1 (configuration not stated)	2%	i	2%	4%	-5%	1%	-6%	0%	1.6%
CCc1ccc(OCc2cc(=O)n3c4c(sc3n2)CCCC4)cc1	13%	i	.	.	-3%	0%	9%	5%	-0.3%
CCOc1ccc(C(C)NC(=O)c2cccnc2OCC)cc1OCC (configuration not stated)	-2%	i	0%	4%	0%	8%	-3%	-2%	0.5%
O=C(NCCCN1CCCC1=O)c1cccc(NS(=O)(=O)c2ccc(Br)cc2)c1	-4%	i	9%	2%	4%	-12%	-25%	-9%	0.3%
C#CCNC(=O)/C=C/c1ccc(OC)cc1	1%	i	4%	-7%	-8%	1%	?	4%	0.5%
CC(=O)c1ccc(N2CCN(CC(O)COCc3ccco3)CC2)cc1 (configuration not stated)	-1%	i	-4%[57.1 µM]	-2%	-1%	1%	1%	.	-0.1%
Cn1c(=O)c2c(ncn2CCN(CCO)Cc2ccccc2)n(C)c1=O	-12%	i	-1%	-4%	-15%	-18%	7%	-2%	-0.5%
CCOc1ccc(NC(=O)CCNS(=O)(=O)c2ccc3c(c2)c(=O)n(C)c(=O)n3C)cc1	3%	i	-2%	3%	0%	-1%	-24%	14%	-1.0%
CCOc1ccc(NC(=O)NCc2cccn2Cc2ccccc2)cc1	1%	i	.	.	-27%	-27%	-1%	-4%	0.3%
CN(CC(=O)Nc1ccc(Cl)c(C(F)(F)F)c1)C(=O)c1cc(=O)[nH]c2ccccc12	-3%	i	3%	3%	-29%	-3%	?	-9%	11%
C[C@@H]1CCCCO[C@H](CN(C)C(=O)CCC(F)(F)F)[C@@H](C)CN([C@H](C)CO)C(=O)c2cc(NC(=O)c3ccncc3)ccc2O1	.	i	2%	.	9%	11%	.	-11%	0.2%
COc1ccc(NC(=O)c2cccs2)cn1	0%	i	2%	-4%	-12%	17%	?	20%	3.5%
NS(=O)(=O)c1ccc2c(c1)C1C=CCC1C(C1CC=CCC1)N2 (configuration not stated)	-9%	i	12%	1%	5%	-1%	2%	-12%	0.2%
Cc1ccc(NCc2nnc(SCCN3CCCCC3)n2CC2CCCO2)c(C)c1 (configuration not stated)	5%	i	-8%	?	-4%	16%	15%	-2%	0.1%
COc1cc(C(=O)Nc2nc3ccccc3s2)ccc1OCc1c(C)noc1C	-4%	i	-29%	?	-8%	28%	?	-12%	2.5%
Cc1ccc(NC(=S)Nn2cnnc2)cc1	0%	i	-2%[57.1 µM]	-4%	0%	9%	-3%	.	-0.6%

Some entries already given with just MCF10A rereplic, S2 tox and A549 tox:
compound	MCF10A rereplic	S2 tox	A549 tox
COc1ccc(Cn2c(CCC(=O)NCc3ccc(Cl)cc3)nc3cccnc32)cc1	.	.	13%
Cc1cccc(NC(=O)CN(c2ccc(C(C)C)cc2)S(=O)(=O)c2c(C)nn(C)c2C)c1C	.	.	5%
COc1ccc(CNC(=O)C(NC(C)=O)C(=O)Nc2ccc(C(C)C)cc2)cc1 (configuration not stated)	4%	i	2%
CCc1ccc(OCc2cc(=O)n3c4c(sc3n2)CCCC4)cc1	.	i	13%

Next part:
SMILES	A549 tox	S2 tox	EPAC2 antag	MCF10A rereplic	HepG2 viability	TGFb inhibitor	Nrf2 inh	ATXN2 expr inh	Nrf2 activator
CCCCN1C2=C(C(=O)CC(C)(C)C2)C(c2ccccc2)C2=C1c1ccccc1C2=O (configuration not stated)	-22%	i	5%	?	4%	-3%	-21%	-18%	7.2%
CCN1C(=O)/C(=C2\SC(=S)N(CCCOC)C2=O)c2ccccc21	-4%	i	0%	-5%	4%	12%	-12%	-3%	2.0%
CCn1cc(S(=O)(=O)c2cc(C)cc(C)c2)c(=O)c2cc(F)c(N3CCN(c4ccccc4)CC3)cc21	-18%	.	.	.	17%	-18%	-3%	.	-0.3%
COC(=O)c1cc(S(=O)(=O)N2c3ccccc3CC2C)cn1C (configuration not stated)	-1%	i	-28%	7%	-8%	-1%	-21%	-3%	1.7%
Cc1c(Cl)cnc(NC(=O)CSc2nnnn2C)c1Cl	1%	i	6%	2%	9%	31%[activator]	18%	.	1.8%
COc1ccc(OCCN2CCC(C(=O)NC(c3ccc(F)cc3)c3ncccc3C)CC2)cc1 (configuration not stated)	.	i	13%	.	-17%	-5%	.	-5%	0.1%

Some of the compounds tested; count on the stated rates, not on these rows.
